TrxR1 inh: blocks rat thioredoxin reductase 1 | Potency, µM (doses to about 114 µM), for inactives: at the highest dose activity change, negative = inhibition, most hits filed as inhibitors | 1% of 390,000 active | AID 588453 | recombinant rTrxR1, NADPH fluorescence consumption, selenite substrate; also: % is scaled to controls: 0 for no effect and ±100 for the full control effect; nearly all actives have a fitted effect of over 65% in size
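Rat TrxR1 (90 nM in the dispensed reagent) was pre-reduced with 400 uM NADPH for 5 min at room temperature, then incubated with compound for 15 min. After 400 uM selenite was added, NADPH fluorescence (Ex 340/Em 450 nm) was followed for 8 min.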
Pin1 inh: inhibitors of human Pin1 | Q13526 | Pin1 FP peptide displacement, HiFluor488, 10 min | Potency, µM (top dose mostly 115 µM), inactives show at the highest dose activity, negative = inhibition, most hits filed as inhibitors | 0.009% of 390,000 active | AID 504891; active = well fitted inhibition curve with a large enough effect in the polarisation, with a control signal flat, not every such curve was filed as active; inconclusive = small, poorly fitted or top-dose-only effect, or effect the other way, or a change in a side signal; inactive = no such curve, though single readings can be large or run the other way; the % refers to the polarisation; also: % is scaled to controls: 0 for no effect and ±100 for the full control effect
ALOX12 inh: blocks human arachidonate 12S-lipoxygenase; purified 12hLO, xylenol orange hydroperoxide absorbance; Potency, µM (top dose mostly 108 µM), for the others: at the top dose activity change, negative = inhibition, usual class: inhibitors; 1.1% of 580,000 active; also: % is scaled to controls: 0 for no effect and ±100 for the full control effect
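Purified human 12hLO (150 nM final) in 25 mM Hepes, 0.01% Triton X-100, pH 7.0 was preincubated 15 min at room temperature with compound. Then 40 uM arachidonic acid was added, 30 min. Hydroperoxide was read by Fe-XO absorbance ratio 573/405 nm.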
GLS inhibitor: inhibitors of human glutaminase (GLS). GLS enzymatic activity, qHTS titration. Potency, µM (titrated, usually from 45.5 µM), for inactives: at the top dose activity change, negative = inhibition, most hits filed as inhibitors. 0.21% of 410,000 active; also: % is scaled to controls: 0 for no effect and ±100 for the full control effect
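hKGA; 45 mM KH2PO4 pH 8.2 + 0.02% Tween-20; cpd via pin tool; 1 mM Gln soln; GluOx/HRP/Amplex Red; RT 30 min; fluor. t0 & final.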
ERG-DNA inh: ERG Ets/DNA interaction inhibition; fluorescence polarization, His-ERG Ets domain / labelled DNA; P11308; 0.028% of 370,000 active; Potency, µM (titrated, usually from 76.9 µM), without a hit: at the top dose FP activity, negative = inhibition, actives largely listed as inhibitors; active = well fitted inhibition curve with a large enough effect in the polarisation, with a control signal flat; inconclusive = small, poorly fitted or top-dose-only effect, or effect the other way, or a change in a side signal; inactive = no such curve, though single readings can be large or run the other way; the % refers to the polarisation;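 also: polarization taken with two DNA probes labelled with fluorescein and Texas red; % of control where 0% means no effect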
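His-tagged ERG Ets domain (1 uM in the protein solution; 300mM KCl, 50mM Tris-HCl, 1mM EDTA, 1mM DTT, pH 7.5) received compound, then a probe mix of 5 nM fluorescein-DNA and 100nM Texas-615-DNA. Fluorescence polarization was read for both dyes.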
HP1b binding inh: inhibitors of HP1-beta chromodomain binding to methylated histone tails; P83916; AlphaScreen HP1-beta / biotin-H3K9me3 peptide binding; Potency, µM (doses to about 114 µM), inactives show at the highest dose activity change, negative = inhibition, most hits filed as inhibitors; 0.56% of 390,000 active; AID 540317; also: nearly all actives have a fitted effect of over 70% in size; inactives centre near 23
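HP1-beta protein (50 nM final) preincubated 30 min at room temperature with biotinylated H3(1-18)K9me3 peptide (50 nM) in PBS pH 7.4, 0.01% Tween-20, then compound added for 30 min. AlphaScreen streptavidin donor/nickel chelate acceptor beads (10 ug/mL final), 30 min dark, luminescence read.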
JMJD2A Tudor inh: blocks the human JMJD2A Tudor domain; O75164; AlphaScreen JMJD2A-Tudor / H3K4me3 peptide binding; Potency, µM (titrated, usually from 114 µM), for inactives: at the highest dose activity change, negative = inhibition, most hits filed as inhibitors; 4.4% of 390,000 active; AID 504339; also: % is scaled to controls: 0 for no effect and ±100 for the full control effect; nearly all actives have a fitted effect of over 50% in size
Target sequence (O75164 whole entry, looked up, the tested form may be a part): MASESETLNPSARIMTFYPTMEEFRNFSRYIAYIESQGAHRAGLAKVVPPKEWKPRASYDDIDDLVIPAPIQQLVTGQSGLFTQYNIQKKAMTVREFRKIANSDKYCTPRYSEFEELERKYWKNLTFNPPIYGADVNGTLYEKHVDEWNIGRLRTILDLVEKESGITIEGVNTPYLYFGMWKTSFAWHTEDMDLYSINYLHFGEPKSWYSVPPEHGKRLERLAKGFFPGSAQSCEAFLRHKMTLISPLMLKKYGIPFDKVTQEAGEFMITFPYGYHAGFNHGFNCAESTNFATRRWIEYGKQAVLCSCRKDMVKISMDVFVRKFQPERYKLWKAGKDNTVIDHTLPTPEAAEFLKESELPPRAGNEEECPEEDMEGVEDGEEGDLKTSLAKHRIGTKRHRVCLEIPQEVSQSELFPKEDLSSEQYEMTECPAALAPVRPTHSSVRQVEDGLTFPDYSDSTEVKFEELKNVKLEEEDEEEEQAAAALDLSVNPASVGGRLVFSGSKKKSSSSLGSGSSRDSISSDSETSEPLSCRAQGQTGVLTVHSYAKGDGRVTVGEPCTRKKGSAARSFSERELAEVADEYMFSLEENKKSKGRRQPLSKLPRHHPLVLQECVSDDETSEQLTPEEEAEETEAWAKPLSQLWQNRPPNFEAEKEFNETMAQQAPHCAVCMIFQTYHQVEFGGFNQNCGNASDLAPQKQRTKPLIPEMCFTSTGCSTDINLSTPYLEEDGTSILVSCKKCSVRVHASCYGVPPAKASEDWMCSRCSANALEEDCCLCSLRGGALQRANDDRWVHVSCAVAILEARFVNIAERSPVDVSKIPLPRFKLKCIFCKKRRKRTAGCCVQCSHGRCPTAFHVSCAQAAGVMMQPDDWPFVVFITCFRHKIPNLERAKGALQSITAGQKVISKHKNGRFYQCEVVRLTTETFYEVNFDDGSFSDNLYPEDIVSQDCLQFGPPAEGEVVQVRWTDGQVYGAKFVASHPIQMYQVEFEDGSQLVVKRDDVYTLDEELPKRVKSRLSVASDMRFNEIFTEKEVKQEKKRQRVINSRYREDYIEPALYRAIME
Tb PGK inh: inhibitors of T. brucei phosphoglycerate kinase; P07378; PGK/GAPDH coupled, Kinase-Glo luminescence, 60 min; Potency, µM (highest dose often 57.5 µM), without a hit: at the highest dose activity change, negative = inhibition, actives largely listed as inhibitors; 0.043% of 380,000 active; also: % is scaled to controls: 0 for no effect and ±100 for the full control effect; nearly all actives have a fitted effect of over 60% in size
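Luminescent ATP detection (Kinase-Glo Plus) follows a 60-minute room-temperature incubation, with wells lacking PGK as controls. Buffer: 100 mM TEA (pH 7.6), 5 mM MgCl2, 0.01% Tween-20. Coupling enzyme GAPDH (100 nM final) supplies unstable 1,3-BPG in-well.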
RGS4 inh: inhibitors of human regulator of G protein signaling 4 | P49798 | Transcreener GDP fluorescence polarization, RGS4-accelerated GTP hydrolysis | Potency, µM (highest dose often 114 µM), for inactives: at the top dose activity change, negative = inhibition, actives largely listed as inhibitors | 0.039% of 390,000 active; also: % is scaled to controls: 0 for no effect and ±100 for the full control effect; nearly all actives have a fitted effect of over 75% in size; some results filed as inactive show a strong effect at the top dose
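MLSMR compounds (23 nl, pin-transferred) preincubated 10 min at room temperature with a 500nM (2x) first reagent, then RGS4 at 900nM (2x) plus Transcreener GDP mix added; fluorescence polarization (620/688 nm) read before and after 90 min at 30 °C.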
Numbers without * were called inactive; i = inactive; ? = inconclusive; / = no result given; & = joins results of further samples; [ ] = dose if it differs, or a comment. Unless noted, calls follow the shape of the dose curve; as a rule, active = well fitted curve in the direction sought with a large enough effect; inconclusive = small, poorly fitted or top-dose-only effect, or another doubt; inactive = no such curve, though single readings can be large; an effect the other way counts as inactive or inconclusive. Potency is read from the fitted curve at half-maximal effect. These rows are one share of the data; the hit share may differ from the screen's.

SMILES	TrxR1 inh	Pin1 inh	ALOX12 inh	GLS inhibitor	ERG-DNA inh	HP1b binding inh	JMJD2A Tudor inh	Tb PGK inh	RGS4 inh
COc1ccc(-n2c(O)c(/C=N/NS(=O)(=O)c3cccc([N+](=O)[O-])c3)c3ccccc3c2=O)cc1OC	?	?	?	-2.5%	100.0%[activator]	3.0%	?	-3.6%	-27.2%
COc1cc(OC)c2c(-c3cccc(-c4ccc(OC(F)(F)F)cc4)c3)cc(=O)oc2c1	9.9%	12.9%	8.1%	4.6%	-0.1%	19.5%	-24.7%	-3.5%	12.0%
COC(=O)c1ccc(CNC(=O)CCNC(=O)c2ccco2)cc1	2.0%	-2.9%	-4.1%	-1.6%	-9.3%	33.5%	-8.5%	2.4%	-6.3%
COc1ccccc1Oc1coc2c(CN(C)C)c(O)ccc2c1=O	3.7%[57.1 µM]	-7.0%	?	-3.9%	-6.3%	19.5%	-13.2%	i	-8.0%
CC(C)c1ccc(NC(=S)NN(c2ccccc2)c2ccccc2)cc1	7.2%	7.4%	39.8µM*	17.1%	9.9%	?	-25.5%	-8.7%	-31.3%
CC(OC(=O)CCCNC(=O)c1ccc(Cl)cc1)C(=O)N(C)Cc1ccccc1 (configuration not stated)	0.6%	-13.1%	0.0%	-1.6%	-1.5%	31.9%[activator]	-10.3%	-9.8%	13.3%
O=C(Nc1ccccc1Cl)NC1(C(=O)N2CCOCC2)CCCCC1	10.0%	-4.8%	-15.5%	-18.8%	1.9%	-8.0%	-18.9%	-11.9%	-9.7%
COn1c(=O)c(=O)n(OC)c2ccccc21	-33.0%	-5.8%	76.6%[activator]	11.4%	5.8%	8.0%	-17.5%	-7.7%	20.1%
O=C(CCS(=O)(=O)c1cc(Br)cc2c1N(C(=O)C1CC1)CC2)Nc1ccc(C(F)(F)F)cc1	13.6%	0.4%	-15.9%	-9.8%	3.3%	-14.2%	-14.0%	i	3.6%
COC(=O)NC1CSCC1OC(=O)CN1C(=O)c2ccccc2C1=O (configuration not stated)	-6.5%	-3.7%	-17.8%	1.3%	-0.6%	22.8%	27.8%	13.2%	23.3%
Cc1ccoc1C(=O)Nc1ccc2ccccc2c1	26.5%	0.4%	-3.1%	-0.7%	-6.5%	54.0%[activator]	-6.1%	-17.3%	1.9%
CCOc1ccc(N(C)C(=O)C2CCN(S(=O)(=O)c3c(C)noc3/C=C/c3ccc(C)cc3)CC2)cc1	17.0%[57.1 µM]	-1.4%	-28.2%	-6.2%	-2.6%	4.3%[57 µM]	-21.1%	0.5%	10.6%
CCOC(=O)N1CCN(Cc2nc3c(c(=O)n(C)c(=O)n3C)n2Cc2cccc(C)c2)CC1	-5.2%	1.2%	-18.6%	-0.9%	-0.6%	15.1%	-17.1%	5.1%	-8.2%
CC1(C)CC(=O)c2cnc(NC(=O)CSc3nc4ccccc4o3)nc2C1	17.4%[57.1 µM]	1.7%	-19.6%	3.3%	-9.1%	20.5%	-7.4%	-2.4%	-14.1%
Cc1ccc(CCNC(=O)C2CCCN(S(=O)(=O)c3c(C)nn(C)c3C)C2)cc1 (configuration not stated)	6.3%	1.1%	11.1%	3.8%	10.0%	9.3%	?	-4.9%	?
COCCCNC(=O)c1ccc2c(=O)n(Cc3ccc4c(c3)OCO4)c(=S)[nH]c2c1	-5.3%	3.8%	-4.6%	/	-9.8%	55.4%[activator]	5.3%	-1.4%	-15.9%
COCCN1Cc2cccc(C(=O)NCc3ccccn3)c2C1=O	8.7%[57.1 µM]	-1.3%	14.0%	-2.5%	-23.7%	39.2%[activator]	-8.5%	-9.2%	5.3%
COc1ccccc1C(=O)OCc1cc(=O)n2ccsc2n1	8.7%[57.1 µM]	8.0%	-24.9%	80.6%[activator]	-6.8%	6.0%	-19.2%	-7.5%	-22.1%
COc1cc(S(=O)(=O)Nc2ccccn2)ccc1F	1.0%[57.1 µM]	-3.7%	23.4%	-2.5%	4.8%	29.7%	-1.9%	3.3%	12.2%
CC(C)Oc1ccc(/C=C(/NC(=O)c2ccccc2)C(=O)NC(Cc2ccccc2)C(=O)O)cc1 (configuration not stated)	20.2%[57.1 µM]	-7.2%	3.5%	-0.9%	-6.5%	5.2%	-5.6%	?	5.7%
COc1cc(/C=C/C(=O)OCC(=O)N2CC(=O)Nc3ccccc32)ccc1O	-5.0%	-2.7%	-9.9%	-12.3%	11.0%	30.1%	-14.6%	-8.1%	4.6%
COc1ccc(N(CC(=O)NCc2ccc(F)cc2)C(=O)c2snc(C(N)=O)c2N)cc1OC	11.0%[57.1 µM]	1.2%	-20.7%	-5.3%	-3.0%	16.4%	-4.2%	3.7%	-22.7%
CSc1nc(Oc2ccc(F)cc2F)cc(C(F)(F)F)n1	-3.3%[57.1 µM]	2.9%	-6.2%	1.4%	-1.3%	86.1%[activator]	66.4%[activator]	-0.8%	4.9%
C/C(=N\NC(=O)c1ccoc1C)c1ccc(Br)s1	22.3%	-3.1%	7.5%	-6.9%	-8.0%	53.0%[activator]	8.2%	-6.9%	5.7%
O=C(NC1CCCCC1)C(c1cccs1)N(Cc1cccs1)C(=O)c1ccco1 (configuration not stated)	2.4%	11.8%	-27.1%	0.1%	/	0.4%	-19.8%	/	-27.4%
Cc1cc(C(=O)NCc2cccs2)n(-c2ccccc2)n1	24.5%	2.6%	302.1%[activator]	2.4%	10.6%	25.7%	-22.1%	i	-1.9%
Cc1ccc(Nc2c(-c3ccc(C)cc3)nc3c(C)cccn23)cc1	100.0%[activator]	2.7%	?	2.5%	3.9%	?	?	0.7%	-18.3%
CCn1c(SCc2c(Cl)cccc2Cl)nc2nc3c(cc2c1=O)CCCC3	25.8%	8.9%	3.7%	-4.8%	-3.4%	28.8%	-19.1%	-2.4%	3.1%
COc1ccc(C(=O)N2CCOC2CNC(=O)C(=O)NCc2ccco2)cc1 (configuration not stated)	10.4%[57.1 µM]	-0.9%	2.1%	-3.6%	2.9%	30.1%	0.7%	-0.4%	-24.0%
COc1ccc(NC(=O)c2cc(-c3ccccc3)nc3c2c(C)nn3-c2ccccc2)c(OC)c1	-20.9%	0.1%	-14.9%	2.9%	1.6%	17.3%	-16.3%	-3.9%	2.9%

With a hit mark in ALOX12 inh (from the list above):
SMILES	TrxR1 inh	Pin1 inh	ALOX12 inh	GLS inhibitor	ERG-DNA inh	HP1b binding inh	JMJD2A Tudor inh	Tb PGK inh	RGS4 inh
CC(C)c1ccc(NC(=S)NN(c2ccccc2)c2ccccc2)cc1	7.2%	7.4%	39.8µM*	17.1%	9.9%	?	-25.5%	-8.7%	-31.3%

(listing goes on)
SMILES	TrxR1 inh	Pin1 inh	ALOX12 inh	GLS inhibitor	ERG-DNA inh	HP1b binding inh	JMJD2A Tudor inh	Tb PGK inh	RGS4 inh
COc1cccc(-n2c(SCC(N)=O)nnc2-c2ccco2)c1	5.1%[57.1 µM]	-3.5%	94.7%[activator]	-0.3%	0.0%	17.8%	-9.1%	i	14.5%
Cc1cc(NC(=O)CSc2nnc(-c3ccco3)n2Cc2ccccc2)no1	-9.9%	-2.9%	0.0%	-8.3%	-0.6%	39.4%	-16.9%	-1.2%	-44.5%
O=C(Nc1ccc2c(c1)CCC2)c1ncoc1-c1ccccc1F	10.2%	-12.1%	3.2%	-1.4%	-7.8%	14.3%	-14.9%	i	27.8%
Cc1ccc(-c2nn(C)c(=O)c3ccccc23)cc1S(=O)(=O)NCCO	-0.1%	0.6%	0.0%&-0.7%	-1.3%	0.0%	36.2%[activator]	-13.5%	-0.3%	-14.3%
CCOC(=O)c1c(OCC)[nH]c2ccc(O)cc12	24.1%[57.1 µM]	0.0%	25.2%	3.2%	-29.1%	2.9%	-19.3%	-0.3%	20.2%
CCCCCCOc1ccc(/C=C/C(=O)Nc2sc3c(c2C(=O)OC)CCC3)cc1OC	-15.7%	0.9%	-13.2%	0.7%	2.6%	22.6%	-4.2%	-9.1%	-2.1%
CCN1C(=O)[C@H]2[C@H]3CN=C(SCc4ccc(Cl)cc4)N3[C@@](C)(C(=O)OC)[C@H]2C1=O	2.7%	-2.0%	?	-5.5%	-1.5%	33.7%	-29.0%	-6.7%	-9.5%
Cc1oc(-c2cccc(F)c2)nc1CN1CCCCC1CCn1cccn1 (configuration not stated)	19.7%	0.6%	-2.8%	-0.6%	?	17.9%	-26.4%	0.6%	1.8%
O=C(CCN1C(=O)C2CC=CCC2C1=O)Nc1ccccc1Cl (configuration not stated)	-21.3%	-6.5%	-15.5%	-9.8%	6.9%	56.3%[activator]	-21.2%	i	-6.5%
CC(C)[C@H](N)c1nnc2n1N=C(c1ccc(Cl)cc1)CS2	-3.4%	-1.9%	6.0%	4.7%	-2.8%	43.1%[activator]	8.0%	2.1%	-8.9%
Cc1c(C(=O)NC(=S)Nc2ccc(N3CCOCC3)cc2)cccc1[N+](=O)[O-]	-7.1%[57.1 µM]	0.3%	-25.4%	17.4%	-6.2%	14.0%	-2.8%	-2.6%	2.8%
COC(=O)[C@@H](Cc1c[nH]c2ccccc12)NC(=O)C1CCCN(S(=O)(=O)c2ccc(C)cc2)C1 (some centres not stated)	33.8%	-2.2%	-15.3%	2.6%	-6.1%	22.3%	-23.8%	4.8%	21.7%

Screening results as filed in PubChem BioAssay.
